HepG2 tox: counter-screen for TGF-b inhibitors: cytotoxicity in HepG2 cells | HepG2 CAGA-GFP viability, ATP luminescence, 18 h | Potency, µM (series often up to 46.1 µM), inactives show at the highest dose activity change, negative = cytotoxicity, most hits filed as cytotoxic | hit rate 0.76% among 410,000 | AID 588856; further: potency means the concentration at half of the fitted maximal effect; some results filed as inactive show a strong effect at the top dose
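HepG2 CAGA-GFP cells (1000/well, DMEM with 1% FBS) received compound, then TGF-beta at 500 pg/mL final, and were incubated 18 hours at 37 degrees C. Viability was read by CellTiter-Glo luminescence. Media-only wells were set as complete cell-killing and DMSO as no toxicity.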
A549 viability: A549 cytotoxicity, counter-screen for Nrf2 inhibitors | AID 504648 | Potency, µM (doses to about 46 µM), inactives show at the top dose activity change, negative = cytotoxicity, most hits filed as inhibitors | hit rate 0.16% among 390,000 | A549 ARE-Fluc cells, CellTiter-Fluor viability, 18-24 h; further: potency means the concentration at half of the fitted maximal effect; on the % scale 0 is the no-effect control and ±100 the full control effect
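Cytotoxicity counterscreen: CellTiter-Fluor fluorescence was measured in A549 ARE_Fluc cells after 18-24 h of compound exposure in a concentration series. The subsequent BugLite luminescent read reports ARE-luciferase activity.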
IL1B secr inh: inflammasome signaling inhibition, IL-1 beta readout | THP-1 LPS/ATP IL-1B secretion, AlphaLISA, 16 h; stronger effect = lower value | activity change, % at 57.5 µM | hit rate 4.7% among 360,000 | AID 743279; in the data active means activity change below about -50%; inconclusive means mostly about -30% to -49%; further: on the % scale 0 is the no-effect control and ±100 the full control effect
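Secreted IL-1B measured by AlphaLISA bead assay after 16 h compound exposure of THP-1 cells; compounds (final up to 57.5 uM) added 1 h before LPS (250 ng/mL) and ATP (1.25 mM) stimulation; lower signal means less secretion.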
Nrf2 block: inhibitors of Nrf2 signaling. AID 504444. hit rate 2.1% among 360,000. A549 ARE-Fluc reporter, luciferase luminescence, 18-24 h. Potency, µM (top dose mostly 46 µM), for inactives: at the highest dose activity change, negative = inhibition, usual class: inhibitors; further: potency means the concentration at half of the fitted maximal effect; on the % scale 0 is the no-effect control and ±100 the full control effect; nearly all actives have a fitted effect of over 60% in size
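A549 ARE_Fluc cells (5000/well, 5% FBS OPTI-MEM) pre-incubated 2 h, then treated with compounds 18-24 h at 37C/5% CO2 in concentration-response. CellTiter-Fluor viability read first; BugLite luciferase luminescence after 15 min at room temperature gives Nrf2 activity.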
TGFb SMAD3 inh: TGF-b pathway inhibition; HepG2 CAGA-GFP TGF-b/SMAD3 reporter, GFP fluorescence, 18 h; TGF-beta stimulated, 500 pg/mL final; Potency, µM (top dose mostly 46.1 µM), for the others: at the top dose activity, negative = inhibition, usual class: inhibitors; hit rate 1.2% among 410,000; further: potency means the concentration at half of the fitted maximal effect; on the % scale 0 is the no-effect control and ±100 the full control effect; nearly all actives have a fitted effect of over 65% in size
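Inhibition was scored as loss of TGF-beta-induced (500 pg/mL final, 18 hours, 37 degrees C) GFP in HEPG2 cells carrying a CAGA-GFP reporter, in DMEM with 1% FBS. Well GFP was summed per cell; Activity was normalised to unstimulated and stimulated DMSO wells, then concentration-response fitting.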
MCF10A rerep: induces DNA re-replication in MCF 10a normal breast cells; Potency, µM (highest dose often 46.1 µM), inactives show at the highest dose activity, positive = re-replication, usual class: activators; AID 624296; MCF 10A DNA re-replication, Hoechst nuclear intensity, 48 h; hit rate 2.9% among 350,000; further: potency means the concentration at half of the fitted maximal effect; % of control where 0% means no effect; nearly all actives have a fitted effect of over 50% in size
Nrf2 activator: activates Nrf2 signaling; hit rate 0.31% among 410,000; AREc32 ARE-luciferase reporter (MCF7-derived line), luminescence, 24 h; Potency, µM (doses to about 46.1 µM), without a hit: at the highest dose activation, usual class: activators; further: potency means the concentration at half of the fitted maximal effect; % of control where 0% means no effect; nearly all actives have a fitted effect of over 65% in size
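Cells of the AREc32 ARE-luciferase line are plated in OPTI-MEM containing 5% FBS and left overnight at 37 deg C. Compounds are pinned in, incubation continues 24 hr, and firefly luciferase signal is then measured.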
S2 tox: reduces viability in counter-screen for ATXN expression inhibitors | Potency, µM (doses to about 56.7 µM), usual class: cytotoxic | hit rate 0.49% among 400,000 | S2 cells (HEK-293 line with an ATXN2-luciferase reporter) viability, CellTiter-Fluor protease fluorescence, 24 h; further: potency means the concentration at half of the fitted maximal effect; nearly all actives have a fitted effect of over 40% in size
ATXN2 expr inh: ATXN2 expression inhibition. HEK-293 ATXN2-luciferase reporter, luminescence, 24 h. Potency, µM (doses to about 57 µM), for the others: at the top dose activity change, negative = inhibition, hits mostly inhibitors. hit rate 0.72% among 360,000; further: potency means the concentration at half of the fitted maximal effect; on the % scale 0 is the no-effect control and ±100 the full control effect; nearly all actives have a fitted effect of over 55% in size
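ATXN2-luciferase reporter cells (luciferase flanked by upstream and downstream ATXN2 gene portions) were treated 24 h at 37 °C with compounds at up to 57 uM. SteadyGlo luminescence gave expression; GF-AFC fluorescence gave viability.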
* hit, by the source's call; [ ] = remark or other dose. Unless noted, the call rests on the fitted dose curve; in most records, active means well fitted curve in the direction sought with a large enough effect; inconclusive means small, poorly fitted or top-dose-only effect, or another doubt; inactive means no such curve, though single readings can be large; an effect the other way counts as inactive or inconclusive.

Screening CC(C)OCCCNC(=O)Cc1ccc(Br)cc1 returned HepG2 tox -1%, A549 viability 6%, IL1B secr inh 7, Nrf2 block inconclusive, TGFb SMAD3 inh 1%, MCF10A rerep -29%, Nrf2 activator 0.3%, S2 tox inactive and ATXN2 expr inh -7%[11.3 µM].
Cc1ccc(CNC(=O)CNS(=O)(=O)c2cccs2)cc1 was read as HepG2 tox -4%, A549 viability 8%, TGFb SMAD3 inh 0%, Nrf2 activator -1.1%, S2 tox inactive and ATXN2 expr inh 11%.
For O=C(CSc1nc(=O)n2cc(Cl)ccc2n1)NCCc1ccccc1 the results were HepG2 tox -2%, A549 viability -4%, IL1B secr inh -5, Nrf2 block 13%, TGFb SMAD3 inh -1%, MCF10A rerep 15%, Nrf2 activator -0.6%, S2 tox inactive and ATXN2 expr inh 5%.
For COc1cc(OC)c(OC)cc1/C=C1\CC(C)C/C(=C\c2cc(OC)c(OC)cc2OC)C1=O (stereo not given) the results were HepG2 tox 11µM*, A549 viability inconclusive, IL1B secr inh -84*, Nrf2 block inconclusive, TGFb SMAD3 inh inconclusive, MCF10A rerep 16µM*, Nrf2 activator -0.7%, S2 tox inconclusive and ATXN2 expr inh 13µM*.
O=C(CS(=O)(=O)Cc1ccccc1)Nc1ccc(Cl)cn1 was read as HepG2 tox -11%, A549 viability 1%, IL1B secr inh 28, Nrf2 block inconclusive, TGFb SMAD3 inh -4%, MCF10A rerep -1%, Nrf2 activator -0.9%, S2 tox inactive and ATXN2 expr inh -5%.
For Clc1cc(/C=N\NC2=NCCN2)cc(Cl)n1 the results were HepG2 tox -3%, A549 viability 5%, IL1B secr inh 9, Nrf2 block 2%, TGFb SMAD3 inh 3%, MCF10A rerep -3%, Nrf2 activator 2.6%, S2 tox inactive and ATXN2 expr inh -4%.
`Clc1ccc(CSc2nc3ncccc3[nH]2)cc1` gave HepG2 tox -30%, A549 viability 8%, Nrf2 block inconclusive, TGFb SMAD3 inh inconclusive and Nrf2 activator 2.2%.
Screening CCc1ccc(C(=O)Nc2cc(C)ccc2F)s1 returned HepG2 tox -32%, A549 viability 1%, IL1B secr inh -7, Nrf2 block inconclusive, TGFb SMAD3 inh -2%, MCF10A rerep 14%, Nrf2 activator 6.5%, S2 tox inactive and ATXN2 expr inh 22%.
For Cc1oc(-c2cccc(Cl)c2)nc1CN1CCCC(C(=O)NCc2ccco2)C1 (stereo not given) the results were HepG2 tox -33%, A549 viability -6%, IL1B secr inh -4, Nrf2 block -25%, TGFb SMAD3 inh 0%, MCF10A rerep 13%, Nrf2 activator 3.8%, S2 tox inactive and ATXN2 expr inh -13%.
Screening CCOc1ccc(CNc2nnnn2C)cc1 returned HepG2 tox 2%, A549 viability -1%, IL1B secr inh 7, Nrf2 block inconclusive, TGFb SMAD3 inh 1%, MCF10A rerep -1%, Nrf2 activator 0.6% and S2 tox inactive.
Screening C[C@H]1CN([C@@H](C)CO)S(=O)(=O)c2ccc(C#Cc3ccccn3)cc2O[C@@H]1CN(C)C(=O)C1CC1 returned HepG2 tox 2%, IL1B secr inh -3, TGFb SMAD3 inh 14%, Nrf2 activator 9.7%, S2 tox inactive and ATXN2 expr inh 6%.
For CCC1(c2ccc(F)cc2)NC(=O)N(CC(=O)NC2CC2)C1=O (stereo not given) the results were HepG2 tox -13%, A549 viability 1%, IL1B secr inh 13, Nrf2 block 6%, TGFb SMAD3 inh inconclusive, MCF10A rerep 2%, Nrf2 activator -0.8%, S2 tox inactive and ATXN2 expr inh 1%.
`O=C(NNC(=O)c1ccc(NC(=O)c2ccccc2)cc1)Nc1ccccc1` gave HepG2 tox -5%, A549 viability 9%, IL1B secr inh 0, Nrf2 block 6%, TGFb SMAD3 inh -11%, MCF10A rerep inconclusive, Nrf2 activator 0.1%, S2 tox inactive and ATXN2 expr inh -38%.
For O=C(COc1ccccc1Cl)Nc1ccc2c(c1)OCCO2 the results were HepG2 tox -5%, A549 viability -2%, IL1B secr inh 3, Nrf2 block inconclusive, TGFb SMAD3 inh -42%, MCF10A rerep -6%, Nrf2 activator 8.4%, S2 tox inactive and ATXN2 expr inh 72%[activator].
Cc1cccc(C2CC(c3ccccc3)Nc3nc(N)nn32)c1 (stereo not given) was read as HepG2 tox 3%, A549 viability 1%, IL1B secr inh -7, Nrf2 block 5%, TGFb SMAD3 inh 1%, MCF10A rerep -1%, Nrf2 activator 2.8%, S2 tox inactive and ATXN2 expr inh 0%.

Overlap with the part before: four entries; new compounds follow.
For CCC1(c2ccc(F)cc2)NC(=O)N(CC(=O)NC2CC2)C1=O (stereo not given) the results were HepG2 tox -13%, A549 viability 1%, IL1B secr inh 13, Nrf2 block 6%, TGFb SMAD3 inh inconclusive, MCF10A rerep 2%, Nrf2 activator -0.8%, S2 tox inactive and ATXN2 expr inh 1%.
`O=C(NNC(=O)c1ccc(NC(=O)c2ccccc2)cc1)Nc1ccccc1` gave HepG2 tox -5%, A549 viability 9%, IL1B secr inh 0, Nrf2 block 6%, TGFb SMAD3 inh -11%, MCF10A rerep inconclusive, Nrf2 activator 0.1%, S2 tox inactive and ATXN2 expr inh -38%.
For O=C(COc1ccccc1Cl)Nc1ccc2c(c1)OCCO2 the results were HepG2 tox -5%, A549 viability -2%, IL1B secr inh 3, Nrf2 block inconclusive, TGFb SMAD3 inh -42%, MCF10A rerep -6%, Nrf2 activator 8.4%, S2 tox inactive and ATXN2 expr inh 72%[activator].
Cc1cccc(C2CC(c3ccccc3)Nc3nc(N)nn32)c1 (stereo not given) was read as HepG2 tox 3%, A549 viability 1%, IL1B secr inh -7, Nrf2 block 5%, TGFb SMAD3 inh 1%, MCF10A rerep -1%, Nrf2 activator 2.8%, S2 tox inactive and ATXN2 expr inh 0%.
`COc1ccc(-c2cc(C(F)(F)F)nc(SCC(=O)Nc3sc4c(c3C#N)CCC4)n2)cc1` gave HepG2 tox -8%, A549 viability -21%, IL1B secr inh -8, Nrf2 block inconclusive, TGFb SMAD3 inh 19%, MCF10A rerep inconclusive, Nrf2 activator -0.2%, S2 tox inactive and ATXN2 expr inh -8%.
Screening C=CCN(C(=O)CNS(=O)(=O)c1ccccc1)C(C(=O)NCCOC)c1ccncc1 (stereo not given) returned HepG2 tox -1%, A549 viability 7%, IL1B secr inh 5, Nrf2 block inconclusive, TGFb SMAD3 inh -3%, MCF10A rerep -3%, Nrf2 activator -0.6%, S2 tox inactive and ATXN2 expr inh 5%.
COc1cc(C(C(=O)NC(C)(C)C)N(C(=O)CNC(=O)c2cccs2)c2ccc(C(C)C)cc2)cc(OC)c1OC (stereo not given) was read as HepG2 tox -26%, A549 viability 5%, IL1B secr inh -27, Nrf2 block 9%, TGFb SMAD3 inh inconclusive, MCF10A rerep -11%, Nrf2 activator 2.9%, S2 tox inactive and ATXN2 expr inh 14%.
Cc1ccccc1CCN(C(=O)Cn1nnc2ccccc21)C(C(=O)NCC1CCCO1)c1nc2ccccc2n1C (stereo not given) was read as HepG2 tox 6%, A549 viability -5%, IL1B secr inh 10, Nrf2 block -3%, TGFb SMAD3 inh -1%, MCF10A rerep -1%, Nrf2 activator -0.2%, S2 tox inconclusive and ATXN2 expr inh -20%.
For Cn1cc(Cl)c(C(=O)Nc2nc3ccccc3s2)n1 the results were HepG2 tox -63%, A549 viability 27%, IL1B secr inh -4, Nrf2 block inconclusive, TGFb SMAD3 inh -4%, MCF10A rerep -12%, Nrf2 activator 6.5%, S2 tox inactive and ATXN2 expr inh 29%.
O=C(NCC(=O)N(c1ccccc1)C(C(=O)NC1CCCC1)c1cccnc1)c1cccs1 (stereo not given) was read as HepG2 tox -16%, A549 viability 2%, IL1B secr inh 4, Nrf2 block 3%, TGFb SMAD3 inh 21%, MCF10A rerep -6%, Nrf2 activator 0.0%, S2 tox inactive and ATXN2 expr inh -6%.
Screening COc1ccc(-c2nc(C#N)c(NCCc3ccccc3)o2)cc1OC returned HepG2 tox -32%, A549 viability 0%, IL1B secr inh inconclusive, Nrf2 block 11%, TGFb SMAD3 inh inconclusive, MCF10A rerep inconclusive, Nrf2 activator -0.1%, S2 tox inactive and ATXN2 expr inh 33%[activator].
`COc1ccc(S(=O)(=O)CC(O)CN2CCCC2=O)cc1` (stereo not given) gave HepG2 tox -28%, A549 viability 2%, IL1B secr inh -11, Nrf2 block 2%, TGFb SMAD3 inh -10%, MCF10A rerep 1% and Nrf2 activator -0.6%.
`CCOC(=O)c1c(O)cc(C)cc1Nc1ccccc1` gave HepG2 tox -6%, A549 viability 3%, IL1B secr inh 0, Nrf2 block -4%, TGFb SMAD3 inh 0%, MCF10A rerep inconclusive, Nrf2 activator 8.3%, S2 tox inactive and ATXN2 expr inh -12%.
`COc1ccc2[nH]c(=O)c(CN(C(=O)c3cccnc3)c3cc(C)ccc3C)cc2c1` gave HepG2 tox -6%, A549 viability 1%, IL1B secr inh -5, Nrf2 block 0%, TGFb SMAD3 inh 10%, MCF10A rerep 0%, Nrf2 activator -0.1%, S2 tox inactive and ATXN2 expr inh 3%.
For O=C(NCCCCc1ccccc1)C1CCCC1 the results were HepG2 tox 12%, A549 viability 0%, IL1B secr inh -6, Nrf2 block 7%, TGFb SMAD3 inh 3%, MCF10A rerep -3%, Nrf2 activator -0.2%, S2 tox inactive and ATXN2 expr inh 4%.
For COc1ccc2ccc3c(c2c1)N=CC1(O3)N(C)c2ccccc2C1(C)C (stereo not given) the results were HepG2 tox -48%, A549 viability 4%, IL1B secr inh -2, Nrf2 block inconclusive, TGFb SMAD3 inh 7.9µM*, MCF10A rerep inconclusive, Nrf2 activator 8.2%, S2 tox inactive and ATXN2 expr inh -9%.

Source: PubChem (National Center for Advancing Translational Sciences (NCATS))
